Compound activity: PubChem, several laboratories
b-catenin transl: beta-catenin nuclear translocation modulation | HeLa beta-catenin nuclear translocation, immunofluorescence imaging | nuclear translocation activity, % at 5 µM | 0.3% of 190,000 active | AID 1665;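 active means nuclear translocation activity above 50% at 5 µM, with a well cell count of 50 or more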;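 further: per-cell ratio of nuclear to cytoplasmic median beta-catenin stain intensity; plate controls were DMSO negative control for no effect and GSK-3 inhibitor IX positive control for full effect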
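System: Human HeLa cells, endogenous beta-catenin | Compound dosing: 5 µM primary, 0.02–20 µM confirmation | Timing: 24 h compound exposure at 37°C, 5% CO2 | Measured by: Fluorescence imaging of beta-catenin antibody stain plus DAPI | Read-out basis: % activation of per-cell nuclear versus cytoplasmic median beta-catenin signal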
TNAP activators: human TNAP enzyme activators, primary screen, biochemical, luminescent, no phosphate acceptor, uHTS (AID 1001). purified TNAP, luminescent activation assay, no phosphate acceptor; higher activation fold means a stronger effect. activation fold at 20 µM, or EC50 in µM where a hit was titrated. 0.03% of 200,000 active; in the data active means activation fold from about 3, or a potency from the dose series; inactive means the rest, 99 in 100 with activation fold below about 1.6; further: many of its hits are not listed in these tables
MT stabilize HCS: microtubule stabilization, imaging screen | HeLa tubulin immunostaining HCS, 24 h; share of cells brighter than vehicle mean+2SD | % tubulin-high responders, % at 10 µM | 0.83% of 200,000 active | AID 2205;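 active means plate Z-score above 3 for both tubulin-high and condensed-nucleus cell shares, with cell loss under 80%, at 10 µM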;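 further: anti alpha tubulin signal scored within the nucleus-defined area of each cell; some results filed as inactive read as strong as hits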
Ins promoter up: MIN6 insulin promoter up-regulation; MIN6 insulin promoter-GFP reporter, high-content imaging; hits give high values; z-score at 5 µM; 0.3% of 190,000 active; AID 1625;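 active means z-score above 3 at 5 µM with at least 500 cells counted in the well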
Lipid droplet: hepatic lipid droplet formation modulation. AML12 mouse hepatocytes, oleate lipid droplets, BODIPY imaging. inhibition, % at 6.5 µM. 0.4% of 240,000 active;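 active means lipid droplet intensity inhibited by at least 50%, with more than 500 cells counted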
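Material: mouse AML12 hepatocyte cell line, fixed after treatment; Timing: compound with oleate, overnight; Technique: high-content imaging of BODIPY-stained droplets and DAPI nuclei; Probe or stimulus: oleate, 100 µM final; Dosing: compound at 6.5 µM only.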
T cell HTS: modulates CD8 T cell binding to vesicles. 2C CD8+ T cell-vesicle binding, flow cytometry; hits give low values. calls only at 7 µM. 0.068% of 330,000 active. AID 2052;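 active means response, share of CD8 T cells binding vesicles, and their 90th percentile fluorescence all below set limits, cut at about 80% in these data, passing the limit was not always enough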
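incubation = binding step 1.5 h, 37 °C, antibody labelling 20 min, ice | test system = 2C mouse CD8+ T cells | read-out basis = percent CD8+ FL2 mean versus row control | controls = Peptide-free naked vesicles (low) and QL9 vesicles with 0.7% DMSO vehicle (high) | detection = flow cytometry of vesicle-bound cells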
Dynein transport: blocks dynein driven cargo transport along microtubules. 0.47% of 220,000 active. 3617.4 mouse cells, GR-EGFP nuclear translocation imaging; test concentration mostly 20 µM; stimulated with dexamethasone, 1 µM; hits give low values. AID 1381. z-score, hits read low;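 active means plate z-score of nuclear minus cytoplasmic receptor signal below a set negative limit, without overly bright fluorescence or cell loss, cut at about -3.5 in these data, passing the limit was not always enough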;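 further: z-score of nuclear minus cytoplasmic ring GR-EGFP intensity difference per well; some compounds called inactive have numbers as strong as hits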
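Medium: Induction medium lacking tetracycline, stripped serum | Probe or stimulus: 1.0 µM final dexamethasone stimulus | Schedule: 48 h induction, then 1 h compound, then 30 min agonist, 37 °C | Signal: Automated 10x imaging of fixed Hoechst-stained cells | Evaluation: Per-cell GR-EGFP intensity, nucleus versus surrounding cytoplasmic ring, well-averaged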
PMI inhibitors: inhibitors of human PMI, primary screen, biochemical, fluorescence intensity, coupled assay (AID 1209) | inhibition, % at 20 µM, or IC50 in µM where a hit was titrated | 0.42% of 190,000 active | purified PMI enzyme, coupled fluorescence intensity; higher % means a stronger effect; in the data active means inhibition above about 50%;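 further: plate controls were DMSO vehicle for no effect and wells lacking substrate for full effect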
Myeloid diff 2: promotes myeloid progenitor differentiation. calls only at 10 µM. ER-HoxA9 myeloid progenitors, lysozyme-GFP differentiation, flow cytometry. 1% of 360,000 active;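 active means normalized GFP-positive differentiation at or above the plate's own cutoff, the solvent-only control mean plus 3 SD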;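 further: cells exposed to compound for four days before flow analysis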
Dynein transport cytoplasmic EGFP: further read-out of Dynein transport, marked with its call; z-score; measured here: cytoplasmic GR-EGFP intensity; hits give high values
Dynein transport nuclear GR-EGFP: recorded beside Dynein transport, whose call it bears; z-score; measured here: nuclear GR-EGFP intensity;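 lower value marks the stronger effect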
Dynein transport cell count: further read-out of Dynein transport, marked with its call; z-score; measured here: cell count per field
Ins promoter up cell count: recorded beside Ins promoter up, whose call it bears; cell count; measured here: cytotoxicity, nuclei count;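 total cells summed across four imaged fields per well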
Lipid droplet cells 6.5 µM: also measured in Lipid droplet; calls as there; cell count; measured here: cell count, cytotoxicity flag;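 cells counted across two imaged fields per well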
b-catenin transl cell count 5 µM: further read-out of b-catenin transl, marked with its call; cell count; measured here: cell count, cytotoxicity flag
T cell HTS vesicle-bound %: further read-out of T cell HTS, marked with its call; double positive events, %; measured here: CD8+ vesicle-bound cell fraction;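 binding gate set so that unloaded-vesicle control wells show 10% double positive cells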
MT stabilize HCS Hoechst-high %: further read-out of MT stabilize HCS, marked with its call; % Hoechst-high responders; measured here: nuclear condensation Hoechst responders;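 share of cells brighter than vehicle mean plus two SD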
MT stabilize HCS cytotoxicity %: second read-out of MT stabilize HCS, no call of its own (marks repeat the call); toxicity, %; measured here: cytotoxicity by cell density;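 0% = mean cell density of plate MIN control wells and 100% = no cells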
Myeloid diff 2 GFP+ MAC1+ %: recorded beside Myeloid diff 2, whose call it bears; GFP+ MAC1+ double positive, %; measured here: differentiation confirmed by MAC1 staining
* hit, by the source's call; i = inactive; · = no result given. Compounds as they come. About 3% of those tested had a hit in this group.

SMILES	b-catenin transl	b-catenin transl cell count 5 µM	TNAP activators	MT stabilize HCS	MT stabilize HCS Hoechst-high %	MT stabilize HCS cytotoxicity %	Ins promoter up	Ins promoter up cell count	Lipid droplet	Lipid droplet cells 6.5 µM	T cell HTS	T cell HTS vesicle-bound %	Dynein transport	Dynein transport cytoplasmic EGFP	Dynein transport nuclear GR-EGFP	Dynein transport cell count	PMI inhibitors	Myeloid diff 2	Myeloid diff 2 GFP+ MAC1+ %
CC(=O)NC(Cc1ccc(C)cc1)C(=O)NC1CCN(c2ncccc2[N+](=O)[O-])CC1 (stereo not drawn)	-1.3	1092	1	1.0	1.7	4.1	-0.33	1408	-4	693	i	·	-0.12	-0.21	0.15	-0.064	10%	i	0.7
CCn1c(=O)cc(SCC(=O)N(C)Cc2ccccc2)c2ccccc21	·	·	1.1	3.3	3.6	13	·	·	2	768	i	3	0.046	-0.28	0.13	1.3	5%	i	1.0
COC(=O)c1ccc(C(c2c(N)n(CC(C)C)c(=O)[nH]c2=O)N2CCN(c3ccccc3)CC2)cc1 (stereo not drawn)	0.9	1393	1.3	2.2	2.1	7.6	-0.03	1373	·	·	i	38	0.2	-0.24	0.24	0.9	10%	i	0.9
O=C(NCCCN1CCc2ccccc2C1)C1CCN(S(=O)(=O)N2CCCC2)CC1	0.3	1324	1.1	5.4	4.2	3.5	0.49	1684	·	·	i	5	-0.011	-0.25	0.25	0.025	-8%	i	4.0
Cc1cc(C)c2c(-n3cccc3)c(NC(=O)OCc3ccccc3)sc2n1	0.6	1400	1	3.5	1.3	13	-0.54	1368	·	·	i	44	3.1	-0.18	0.89	-1.1	10%	i	1.7
COc1ccccc1CNC(=O)c1cc2c(s1)CS(=O)(=O)C2	-1.7	1074	1.1	3.8	2.9	7.6	0.07	1764	-10	662	i	32	-0.72	-0.18	-0.22	0.3	3%	i	1.3
NC(=O)CSc1nnnn1-c1ccccc1Cl	-4.7	1175	1.2	3.9	1.9	5.4	-0.2	1550	-8	680	i	43	-1	-0.31	-0.22	1.2	-3%	i	0.5
CCOC(=O)CN1CC23C=CC(O2)C(C(=O)Nc2ccc(F)cc2)C3C1=O (stereo not drawn)	-1.0	1023	1.1	1.6	1.5	7.5	-0.3	1367	-2	780	i	66	-0.83	-0.15	-0.17	0.72	-1%	i	0.8
CC(C)NC(=O)COC(=O)c1ccc(S(=O)(=O)N2CCCC2)cc1	-0.4	997	1.1	4.0	2.4	4.4	0.62	1291	-2	757	i	54	-0.92	-0.31	-0.41	0.44	-13%	i	0.1
Cc1ccccc1-n1c(=O)cc(NCc2ccc3c(c2)OCO3)[nH]c1=O	0.7	914	1.1	2.0	1.5	9.4	-0.49	1284	-10	724	i	21	0.69	-0.26	0.83	0.75	13%	i	7.1
O=c1/c(=C/c2ccccn2)sc2n1CN(c1ccccc1)CN=2	0.9	1135	1	3.8	2.8	5.7	-0.55	1313	·	·	i	35	0.21	-0.35	0.11	0.14	10%	i	0.5
COc1cc(/C=N/NC(=O)CC#N)cc(Br)c1O	-2.5	1159	1.1	1.6	2.0	17	-0.21	1188	19	650	i	61	0.82	-0.36	-0.3	2.6	5%	i	0.0
CC(C)Oc1nc(-c2ccccc2O)nc2ccccc12	-2.8	991	1.1	7.8	2.6	5.2	-1.4	1118	·	·	i	11	0.19	-0.13	0.43	0.13	2%	i	10
COc1ccc2cc3c(N)nn(C(=O)c4ccc(F)cc4)c3nc2c1	3.8	1286	·	·	·	·	-1	1004	9	692	i	58	-0.53	-0.26	0.27	0.51	·	i	0.3
O=C(c1cccc([N+](=O)[O-])c1)N1CC2C3C=CC(C3)C2C1 (stereo not drawn)	-0.7	1109	1	3.6	1.9	7.4	1.6	1422	-13	736	i	55	-1.4	-0.37	-0.76	2.1	6%	i	0.0
Cc1nc2sccc2c(=O)n1-c1cccc(Cl)c1	0.5	1374	1	3.0	2.1	5.4	0.13	1635	·	·	i	35	-0.018	-0.16	0.45	0.21	3%	i	1.2
CSc1cccc(NC(=O)C2CCCN(S(=O)(=O)c3cnc[nH]3)C2)c1 (stereo not drawn)	·	·	1.1	6.4	2.6	5.2	0.12	978	·	·	·	·	-0.035	-0.14	0.21	-0.021	2%	i	2.4
Clc1ccc(C2CC(c3cccs3)n3ncnc3N2)cc1Cl (stereo not drawn)	-0.1	1214	1.1	3.1	2.0	6.4	0.88	2083	-4	665	·	·	-1.7	-0.21	-0.42	1.3	10%	i	1.4
COc1ccc(N2CCN(C(=O)CCNC(=O)Cn3ccc4ccccc4c3=O)CC2)cc1	0.2	1025	1.1	9.9	1.7	8.6	0.18	1103	13	736	i	13	0.15	-0.33	0.75	-0.42	-1%	i	0.6
Cn1nc(C(=O)OCc2ccccc2F)c2ccccc2c1=O	0.2	1027	1.1	2.8	1.8	4.4	0.05	1368	9	616	i	32	-0.057	-0.39	-0.26	1.1	10%	i	0.7
NNC(=O)CNC(c1ccccc1)c1cc(Br)ccc1NC(=O)c1ccc(Br)cc1 (stereo not drawn)	2.0	822	1.1	1.9	2.6	12	1.3	1073	-37	601	i	51	0.058	-0.28	-0.3	-0.19	16%	i	0.5
O=C1C2C3c4ccccc4C(c4ccccc43)[C@@H]2C(=O)N1c1nc(-c2ccccc2)cs1 (stereo partly drawn)	2.0	480	1.1	1.8	3.0	7.4	0.34	1221	-2	528	i	5	-0.56	-0.28	-0.67	0.81	6%	i	0.3
O=C(Nc1cccc(C(F)(F)F)c1)c1cc2ncc(Br)cn2n1	-2.4	1017	1	1.2	2.3	8.1	0.37	875	8	760	i	8	-0.3	-0.21	-0.24	0.48	5%	i	0.4
CC1=NNC(=O)C1CCC(=O)N/N=C/c1ccc(C)cc1 (stereo not drawn)	0.0	1267	·	·	·	·	3.3*	1162*	4	735	i	7	-0.52	-0.25	-0.61	0.7	·	·	·
N#CCCN1CCCc2cc(N=Nc3ccc(C(F)(F)F)cc3)ccc21	0.3	1275	·	·	·	·	-1.1	1083	38	746	i	19	-1.2	-0.22	-1	0.67	·	i	0.0
O=C(Nc1cccc(S(=O)(=O)NC2=NCCCCC2)c1)c1cccnc1Cl	-1.2	1086	·	·	·	·	-0.2	1465	1	729	i	34	0.55	-0.28	0.12	-0.2	·	i	0.5
COc1ccc(CCN(C)S(=O)(=O)c2ccc(Cl)nc2)cc1OC	-0.5	1059	1.1	2.6	2.3	8.2	-0.19	1254	-8	662	i	8	1.4	-0.34	0.92	-0.41	-2%	i	0.2
CCCC(=O)NCn1nnc(-c2ccc(Cl)cc2)n1	-0.7	1139	1	5.8	2.9	6.6	-0.96	1201	2	722	·	·	0.033	-0.31	-0.022	0.08	-28%	i	0.6
Cc1ccc(SCC(=O)NN=C2CCN(C)CC2)cc1	2.8	1007	1	4.2	4.5	6.7	0.59	1166	4	725	i	62	0.016	-0.17	0.33	-0.42	-1%	i	0.1
O=C(NCc1ccncc1)C(=O)NCc1ccncc1	-1.8	1107	1.1	3.4	2.1	14	-0.19	1283	2	696	i	46	2	-0.17	0.13	-0.25	-14%	i	1.1
COc1ccc(CCNc2c([N+](=O)[O-])c(=O)oc3ccccc23)cc1OC	-0.3	1338	1	2.2	1.4	8.3	0.22	1551	·	·	i	24	-0.74	-0.24	-0.42	1.2	3%	i	2.6
Cc1cc(C(=O)CSc2n[nH]c(N)n2)c(C)n1-c1cccc(F)c1	1.7	1175	1.1	3.1	2.3	1.9	0.38	879	-5	805	i	15	0.0081	-0.41	-0.078	-0.67	12%	i	1.5
COc1ccc(-c2ncccc2O)cc1	·	·	1.1	1.9	1.7	3.3	-0.32	931	-4	751	i	32	-0.6	0.17	-0.092	0.56	-4%	·	·

Quoted at random: three records from the list
SMILES	b-catenin transl	b-catenin transl cell count 5 µM	TNAP activators	MT stabilize HCS	MT stabilize HCS Hoechst-high %	MT stabilize HCS cytotoxicity %	Ins promoter up	Ins promoter up cell count	Lipid droplet	Lipid droplet cells 6.5 µM	T cell HTS	T cell HTS vesicle-bound %	Dynein transport	Dynein transport cytoplasmic EGFP	Dynein transport nuclear GR-EGFP	Dynein transport cell count	PMI inhibitors	Myeloid diff 2	Myeloid diff 2 GFP+ MAC1+ %
CSc1cccc(NC(=O)C2CCCN(S(=O)(=O)c3cnc[nH]3)C2)c1 (stereo not drawn)	·	·	1.1	6.4	2.6	5.2	0.12	978	·	·	·	·	-0.035	-0.14	0.21	-0.021	2%	i	2.4
COc1ccc(N2CCN(C(=O)CCNC(=O)Cn3ccc4ccccc4c3=O)CC2)cc1	0.2	1025	1.1	9.9	1.7	8.6	0.18	1103	13	736	i	13	0.15	-0.33	0.75	-0.42	-1%	i	0.6
CC(C)Oc1nc(-c2ccccc2O)nc2ccccc12	-2.8	991	1.1	7.8	2.6	5.2	-1.4	1118	·	·	i	11	0.19	-0.13	0.43	0.13	2%	i	10
